BaF3 tox: reduces parental Ba/F3 cell viability, JAK2V617F counter-screen; inhibition, % at 5.6 µM; CellTiter-Glo ATP luminescence; 220,000 compounds, 1.1% hits; AID 1486;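 active means inhibition above a per-campaign cutoff, the mean inhibition of all tested compounds plus 3 SD, cut at about 27% in these data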;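 further: 0% = DMSO wells and 100% = JAK Inhibitor I control wells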
Ba/F3 V617F tox: lowers viability of Ba/F3 cells expressing EpoR and JAK2V617F; ATP luminescence; inhibition, % at 5.6 µM; 220,000 compounds, 1.1% hits; AID 1446;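 active means inhibition above the campaign mean plus 3 SD over all tested compounds, cut at about 24% in these data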;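 further: cytokine-independent growth of Ba/F3 cells driven by EpoR plus mutant JAK2; 0% = DMSO-treated cells and 100% = JAK inhibitor I control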
zfTRPN1 agonist: agonists of zebrafish TRPN1 channel; HEK293 zebrafish TRPN1-YFP, Fluo-8 calcium fluorescence; 100% = response to 87 µM carbachol; activation, % at 3 µM; 220,000 compounds, 0.18% hits; AID 1424;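 active means activation above its plate's cutoff, the mean activation of test wells on that plate plus 3 SD, cut at about 19% in these data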;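 further: 0% = DMSO alone and 100% = 87 µM carbachol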
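System: zebrafish TRPN1-YFP in HEK293 cells / Dosing: 3 µM single point / Timing: dye loading 1 h at 37 °C, then 30 min room temperature / Signal: Fluo-8 calcium fluorescence, excitation 470-495 nm, emission 515-575 nm / Read-out basis: percent activation from peak over basal fluorescence ratio, control-normalized / Control set: high carbachol 87 µM, low DMSO alone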
Calpain2 inh: calpain II (pig) inhibition; inhibition, % at 16 µM; 220,000 compounds, 0.37% hits; purified calpain II, fluorogenic peptide substrate, 30 min;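 active means inhibition above about 50%, limit read from the data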
EP2 mod: modulates human prostaglandin E2 receptor EP2 signaling; induction, % at 25 µM; P43116; EP2-expressing cells, cAMP HTRF FRET, PGE2 co-stimulation; 260,000 compounds, 0.83% hits; AID 940;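 active means compounds whose cAMP rise, as percent of the full-agonist control response, exceeds 60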;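 further: rat C6 glioma line stably carrying human EP2 under a CMV promoter; the protocol text gives 20 µM as final concentration; 100% = response of wells given 1 µM PGE2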
TRPML3 agonist: agonists of human TRPML3 channel; HEK293 TRPML3-YFP, Fluo-8 calcium fluorescence; 100% = the carbachol control signal; Q8TDD5; AID 1448; activation, % at 3 µM; 220,000 compounds, 0.29% hits;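 active means activation above its plate's cutoff, the mean activation of the plate's test wells plus 3 SD, cut at about 12% in these data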;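 further: 0% = DMSO only wells and 100% = carbachol wells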
Target sequence (Q8TDD5 whole entry, looked up): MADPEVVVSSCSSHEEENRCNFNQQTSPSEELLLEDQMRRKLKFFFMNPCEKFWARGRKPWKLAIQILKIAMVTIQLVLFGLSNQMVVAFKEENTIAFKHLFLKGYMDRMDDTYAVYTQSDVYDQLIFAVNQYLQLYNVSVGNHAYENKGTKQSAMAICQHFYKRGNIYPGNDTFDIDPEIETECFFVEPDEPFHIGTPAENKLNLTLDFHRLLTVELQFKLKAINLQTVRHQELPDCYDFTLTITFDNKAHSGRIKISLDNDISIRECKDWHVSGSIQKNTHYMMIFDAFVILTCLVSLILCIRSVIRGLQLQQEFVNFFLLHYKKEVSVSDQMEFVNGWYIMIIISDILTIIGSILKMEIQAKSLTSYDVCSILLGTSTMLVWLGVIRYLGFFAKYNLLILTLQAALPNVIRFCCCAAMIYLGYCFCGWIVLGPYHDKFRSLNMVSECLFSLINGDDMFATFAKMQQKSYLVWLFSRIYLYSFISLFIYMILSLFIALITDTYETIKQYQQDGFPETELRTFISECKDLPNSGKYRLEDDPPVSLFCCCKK
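Test system: HEK293 cells stably carrying human TRPML3-YFP; Doses: single dose, 3 µM final nominal compound, 0.3% DMSO final; Schedule: dye loading 1 h 37 °C then 30 min ambient, 125 s read; Technique: Fluo-8 calcium fluorescence; Benchmarks: high control carbachol 87 µM, low control DMSO.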
S1P4 agonist: agonists of human S1P4 receptor | O95977 | S1P4-expressing cell line, agonist reporter assay | activation, % at 4.98 µM | 220,000 compounds, 0.35% hits; in the data active means activation above about 11%;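 further: 0% = DMSO vehicle and 100% = reference agonist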
Target sequence (O95977 whole entry, looked up): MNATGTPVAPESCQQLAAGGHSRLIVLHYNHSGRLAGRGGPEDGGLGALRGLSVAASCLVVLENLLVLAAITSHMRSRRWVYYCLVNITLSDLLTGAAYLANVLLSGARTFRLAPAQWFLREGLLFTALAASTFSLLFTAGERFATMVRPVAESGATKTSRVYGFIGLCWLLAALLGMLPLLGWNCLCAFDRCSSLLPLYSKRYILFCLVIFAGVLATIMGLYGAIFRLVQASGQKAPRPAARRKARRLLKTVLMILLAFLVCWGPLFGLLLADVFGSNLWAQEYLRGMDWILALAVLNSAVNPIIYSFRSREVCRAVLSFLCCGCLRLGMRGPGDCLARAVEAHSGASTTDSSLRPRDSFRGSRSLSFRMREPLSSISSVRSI
S1P4 antag: antagonists of human S1P4 receptor. O95977. S1P4-expressing cells, antagonist mode, reporter read-out. inhibition, % at 4.98 µM. 220,000 compounds, 0.26% hits. AID 1510; in the data active means inhibition above about 29%;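 further: 0% = wells stimulated with agonist and 100% = vehicle wells without agonist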
PERK inh: blocks human PERK kinase. inhibition, % at 5.6 µM. CHO PERK-DD fusion, SEAP luminescence translation reporter. AID 1416. 220,000 compounds, 0.17% hits. Q9NZJ5;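 active means inhibition above the mean inhibition of all tested compounds plus 3 SD, set separately per screening campaign, cut at about 2.9% in these data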;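 further: PERK kinase domain activated by AP20187 dimerizer at 100 nM; 0% = DMSO with dimerizer and 100% = rapamycin at 8.4 µM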
Active calls of the source: *; & = joins results of further samples.

SMILES | BaF3 tox | Ba/F3 V617F tox | zfTRPN1 agonist | Calpain2 inh | EP2 mod | TRPML3 agonist | S1P4 agonist | S1P4 antag | PERK inh
CCOc1ccc(-n2cc(-c3ccccc3)c3c(=O)[nH]cnc32)cc1 | 6 | 1 | -1.5 | -15 | -25 | 0.4 | -2.0 | -8 | 0.9
COc1ccc(C(=O)Nc2cc(C(=O)NCCc3ccccc3)ccc2Cl)cc1 | -2 | -5 | -1.6 | 16 | -33 | -0.2 | 0.2 | -17 | -0.5
COc1cc2ccccc2cc1C(=O)Nc1ccc(S(=O)(=O)Nc2cc(C)on2)cc1 | 7 | 1 | -0.5 | -31 | 34 | -0.8 | 1.6 | -9 | 0.1
Cc1cc(C)n(CCN(C)c2nc3nonc3nc2N2CCCCC2)n1 | 3 | 5 | 0.0 | 16 | 3 | 0.0 | -0.8 | 6 | -0.2
COc1ccc(NS(=O)(=O)c2ccc3oc4ccccc4c3c2)cn1 | 4 | 0 | 1.0 | 26 | -27 | 0.3 | -0.1 | -31 | -0.4
COc1ccc(-c2nnc(SCC(=O)Nc3cc(C)on3)n2N)cc1OC | 0 | 1 | 0.5 | 13 | -8 | 0.3 | 1.0 | -7 | -0.9
O=C(c1cc(-c2ccccc2)on1)N1CCN(C(=O)c2ccco2)CC1 | 3 | -2 | 0.1 | -22 | -9 | 0.4 | 0.1 | 9 | 1.1
O=C1CN(C(=O)COC(=O)CNS(=O)(=O)/C=C/c2ccccc2)c2ccccc2N1 | 1 | 2 | -0.1 | 40 | -29 | -0.1 | 0.6 | -17 | 0.2
COc1cccc(NC(=O)COc2ccc(S(=O)(=O)NC(C)C)cc2)c1 | 2 | 1 | -1.0 | 30 | 13 | 0.4 | 1.1 | -24 | 0.1
CC(C)OC(=O)CC(=O)c1sc2nc3c(cc2c1N)CN(C)CC3 | 2 | -4 | 1.7 | -124 | -6&-1 | 3.2 | -1.0 | -10 | 0.8
CC(=O)Nc1ccc2c(CSc3nnc(N)s3)cc(=O)oc2c1 | 6 | -3 | -1.4 | 5 | -5 | 0.6 | -0.9 | 7 | 0.0
COc1cccc(C(=O)/C=C/Nc2ccc(S(=O)(=O)Nc3onc(C)c3C)cc2)c1 | 4 | -1 | 0.6 | -26 | -6 | -0.6 | 0.4 | -14 | 0.2
Cc1cc(C)nc(SCC(=O)Nc2ccc(N3CCOCC3)c(Cl)c2)n1 | 9 | 1 | 6.0 | 15 | 14 | 2.7 | 0.6 | -2 | -0.3
O=C(N/C(=C\c1cccs1)C(=O)N1CCOCC1)c1ccco1 | 8 | 6 | 0.3 | 19 | 11 | 0.0 | -1.5 | -25 | 0.5
c1ccc(Oc2cc(-n3cccn3)ncn2)cc1 | 5 | 2 | -1.0 | -10 | 25 | 0.6 | -3.2 | -6 | 0.2
Cc1ccccc1OCc1nnc(SCC(=O)Nc2ccc3c(c2)oc2ccccc23)n1C | 0 | -3 | -0.2 | -27 | 36 | 0.3 | -2.5 | -11 | 2.0
CCNC(=O)Nc1cc2nc(C)n(Cc3ccc(Br)cc3)c2nc1C | 7 | 1 | 1.3 | 0 | 1 | 0.6 | -0.7 | 0 | -1.1
Cc1cc(C)c(C(=O)/C=C/c2ccc3c(c2)OCO3)c(=O)[nH]1 | 0 | -1 | 2.0 | 17 | -9 | 0.7 | 0.5 | 0 | 0.1
Cc1ccsc1/C=N/NS(=O)(=O)c1ccc([N+](=O)[O-])cc1 | 3 | -1 | -0.1 | 2 | 11 | 1.0 | -0.3 | 0 | 0.7
COC(=O)c1cc(COc2ccc3ccc(=O)oc3c2)c(C)o1 | 94* | 1 | -0.2 | -73 | -19 | 1.0 | -1.6 | 10 | 0.3
CNC(=O)/C(C#N)=C/c1cc(C)n(-c2ccc(N3CCOCC3)cc2)c1C | 3 | 0 | 1.0 | -6 | -25 | 0.0 | 1.8 | 15 | -0.1
O=C(NCCCN1CCOCC1)c1ccccc1NS(=O)(=O)c1ccc(Br)cc1 | 8 | -1 | 0.4 | -5 | 32 | 0.8 | 1.8 | -20 | 0.6
O=Cc1sc(Nc2ccccc2)nc1Cl | 7 | 8 | 1.0 | -7 | -13 | 0.9 | 0.8 | -30 | 0.1
Brc1ccccc1OCCNCc1ccccc1 | 5 | 0 | -0.5 | 19 | -16 | 0.9 | 0.2 | -7 | 1.3
Cc1ccc(C(=O)NCc2ccccn2)cc1Cl | 3 | -1 | 1.8 | -23 | -2 | 0.2 | 1.2 | -2 | 0.9
Cc1nc2cncc(Br)c2n1C | 0 | -2 | 0.3 | 3 | 36 | 1.2 | -0.1 | -5 | -0.7
O=C(CSc1ccccc1)Nc1nc2ccccc2[nH]1 | 1 | -1 | -0.5 | -6 | -8 | 0.5 | -1.1 | 0 | 0.1
O=C(CCN1C(=O)/C(=C\c2cccs2)SC1=S)Nc1ccccn1 | -2 | -1 | 2.2 | -10 | -75 | 0.4 | 0.4 | -2 | -0.3
CC1(C)CSC(=NCCc2ccccc2)N1C(=O)c1ccc(C#N)cc1 | 3 | -5 | -1.5 | 4 | 10 | 1.0 | 0.1 | -10 | 1.2
CCCCSc1nnc(-c2ccc(OC)cc2)n1C | 4 | -4 | -2.0 | 2 | -13 | -0.2 | -1.3 | 0 | -0.4
CCc1nnc(NC(=O)c2sc3nc4c(cc3c2N)CCCCC4)s1 | 6 | 3 | 1.6 | -341 | -2 | 1.3 | -0.4 | 2 | 0.1
CC(C)C(=O)OCC(=O)Nc1ccc2c(c1)CCC2 | -2 | -3 | -0.6 | 1 | 4 | 0.3 | -0.9 | 15 | 0.7
CN(C)[C@@H]1C(=O)C(C(N)=O)=C(O)[C@@]2(O)C(=O)C3=C(O)c4c(O)ccc(Cl)c4[C@@H](O)[C@H]3C[C@@H]12 | 10 | 4 | 0.9 | -76 | 23&21&0 | 0.5 | 0.8 | 7 | 0.3
CCNC(=S)NNC(=O)c1ccncc1 | -1 | 0 | 1.6 | -12 | 14 | 0.5 | -0.5 | 0 | 0.5
O=C(CSc1nc2ccccc2c(=O)n1-c1ccccc1Cl)Nc1cccc(S(=O)(=O)N2CCOCC2)c1 | 2 | 0 | 0.5 | -60 | 45 | 0.2 | 3.5 | -6 | -0.4
C#CCOc1c(Br)cc(/C=N/O)cc1OCC | 1 | 2 | -3.1 | 8 | -49 | -0.6 | 7.4 | -22 | -1.5
CCOC(=O)c1csc(NC(=O)c2cc(OC)c(OC)c(OC)c2)n1 | 4 | 2 | 1.0 | 5 | -13 | 0.3 | -0.3 | -4 | -1.3
CCOc1ccc(NC(=O)CN2CCN(CC(=O)Nc3ccc(OC)cc3)CC2)cc1 | 5 | 0 | -0.3 | -18 | 16 | 0.7 | -0.1 | -3 | 0.8
COc1ccccc1C=NC(CO)C(O)c1ccc([N+](=O)[O-])cc1 (stereo not given) | 1 | 3 | 0.4 | 6 | -3 | 0.4 | 0.0 | -1 | 0.5
CC1(C)CC(=O)C2=C(C1)Oc1ncn(CCCn3ccnc3)c(=N)c1C2c1ccccc1 (stereo not given) | 4 | 0 | -2.1 | -44 | 0 | -0.3 | -0.6 | -7 | -1.1
Cc1cc(Cl)ccc1OCC(=O)n1cc(C(=O)c2cc(Cl)ccc2O)cn1 | 1 | 2 | -0.8 | -23 | 14 | 0.4 | 2.3 | -9 | -0.1
Cn1nc(NC(=O)C2CCC2C(=O)O)c2c(F)cccc21 (stereo not given) | -1 | 1 | 0.3 | -14 | -52 | 0.4 | 1.6 | 8 | 1.2
O=c1[nH]c2ccc(S(=O)(=O)N3CCCCC3)cc2[nH]1 | 1 | -2 | 0.9 | 24 | 10 | 0.5 | -1.9 | -4 | 1.5
O=C(COC(=O)c1ccc(Cl)cc1O)NCCN1C(=O)CSC1=O | -4 | 1 | 1.3 | 21 | 3 | 0.8 | 1.1 | -15 | 0.7
Nc1ccc(N2CCN(c3cccc(Cl)c3)CC2)cc1 | 0 | -3 | 2.5 | -19 | -5 | 0.6 | -0.4 | -17 | 0.8
O=C(CC(Sc1n[nH]c(-c2ccccc2)n1)c1ccccc1)NCc1ccccc1 (stereo not given) | 6 | -1 | 0.3 | -7 | -6 | 1.0 | -2.5 | -6 | 1.1
Cc1cc(N/N=C/c2ccc3c(c2)OCO3)nc2ccccc12 | 2 | 1 | 0.0 | -27 | -16 | -0.2 | 0.2 | 10 | -1.8
COc1ccc(NC(=O)c2cc(C)nc3ccccc23)c(OC)c1 | 2 | 1 | 0.9 | 13 | 1 | 0.1 | -0.1 | -9 | 0.1
CCOC(=O)N1CCN(c2c(-c3ccc(C(C)C)cc3)c(=O)c2=O)CC1 | -2 | -3 | -0.8 | 18 | -28 | -0.8 | 1.8 | 5 | 0.1
COc1cc2[nH]c(=O)n(CCC(=O)NCc3cccnc3)c(=O)c2cc1OC | -4 | -5 | -0.9 | -29 | 9 | 0.3 | 0.1 | -16 | 0.8
The listing continues:
SMILES | BaF3 tox | Ba/F3 V617F tox | zfTRPN1 agonist | Calpain2 inh | EP2 mod | TRPML3 agonist | S1P4 agonist | S1P4 antag | PERK inh
CC1=C(C(=O)OC(C)C)C(c2ccc(N(C)C)cc2)C2=C(CC(C)(C)CC2=O)N1 (stereo not given) | 3 | 1 | 0.5 | 1 | 27&-27 | 0.6 | 3.0 | -5 | -0.7
CCCn1nnc(NC(=O)c2cc(Br)ccc2OC)n1 | 4 | 2 | 0.6 | 5 | -10 | -0.2 | -1.6 | -5 | 0.0
CCN(CC(=O)NCCc1ccc(Cl)cc1)Cc1nc2ccccc2c(=O)[nH]1 | 6 | 2 | -0.8 | 3 | -34 | 0.0 | 0.0 | -13 | 1.1
CCSC1(SCC)N=C(N)C2(C#N)C(c3ccc(F)cc3)C12C#N (stereo not given) | 0 | -3 | -0.4 | -25 | 25 | -0.2 | 1.7 | 4 | 0.4
COC(=O)c1c(O)c2ccccc2[nH]c1=O | 7 | 3 | -0.3 | 16 | -9 | 0.5 | 1.3 | 7 | 0.6
CC1(C)CC(=O)C(C=NCCN2CCN(CC(=O)Nc3ccc(Cl)cc3)CC2)=C(O)C1 | 1 | -1 | -0.6 | -19 | 7 | 0.9 | 0.0 | -3 | 1.7
Cc1ccc(C)c(N2CCN(C(=O)CCS(=O)(=O)c3cccc4nonc34)CC2)c1 | 6 | 1 | 1.1 | 3 | -4 | 1.4 | -0.2 | -8 | 0.2
Cc1oc2nc(SCC(=O)NCCCO)nc(N)c2c1C | 2 | -3 | 0.5 | -43 | -9 | 0.8 | -1.5 | -1 | 0.9
C=CCn1c(SCC(=O)Nc2cccc(C)c2)nnc1-c1cnccn1 | 1 | -4 | -0.9 | -10 | -10 | -1.3 | 1.9 | -12 | -0.4
CCC(C)C(=O)Nc1nnc(SCC(=O)Nc2ccccc2F)s1 (stereo not given) | 10 | 3 | -0.1 | 16 | 14&-6 | 0.2 | -1.4 | 6 | -1.0
O=C(CCN1C(=O)c2ccccc2C1=O)N1CCC(c2ccccc2)C1 (stereo not given) | 4 | -3 | 0.7 | -25 | -3 | 1.0 | -1.8 | -28 | 0.2

Compound activity from PubChem BioAssay.
